RGS4-Gao reg: human RGS4-Galphao interaction regulation | Multiplexed bead flow cytometry, RGS4-Galphao binding; actives lie on both sides | binding response (% of control), % at 10 µM | 0.33% of 220,000 active | AID 1415; in the data active means binding response below about 49% or above about 150%; inactive means in between;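 further: fluorescent Galphao activated with aluminum fluoride binding bead-coupled RGS4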
Bim-Bfl-1: inhibitors of Bim-Bfl-1 interaction, human; Q16548; Bead-based flow cytometry, Bim-Bfl-1 binding inhibition; inhibition, % at 10 µM; 0.12% of 190,000 active; AID 1008;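 further: 0% = wells without compound plus tracer and 100% = blocker peptide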
RGS8-Gao reg: human RGS8-Galphao interaction regulation; multiplexed bead flow cytometry, RGS8-Galphao binding; actives lie on both sides; P09471; AID 1423; response (percent of control binding), % at 10 µM; 0.34% of 220,000 active; in the data active means response below about 60% or above about 140%; inactive means in between;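 further: Galphao activated as the GDP aluminium fluoride complex binding bead-coupled RGS8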
Bcl-2 Bim block: human Bim-Bcl-2 interaction inhibition; AID 950; inhibition, % at 10 µM; 0.06% of 190,000 active; Bead-based flow cytometry, Bim peptide-Bcl-2 binding; in the data active means inhibition above about 40%; inconclusive means no clear call, values can overlap the other calls;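 further: 0% = no compound wells with probe peptide and 100% = reference peptide inhibitor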
Bcl-XL Bim block: human Bim-Bcl-XL interaction inhibition; Q07817; Bim peptide-Bcl-XL binding, bead flow cytometry, fluorescence; inhibition, % at 10 µM; 0.04% of 190,000 active
ABCB1 inh: blocks JC-1 efflux by human ABCB1 transporter. P08183. CCRF-Adr cells, flow cytometry. inhibition, % at 6.6 µM. 0.067% of 190,000 active. AID 1326; in the data active means inhibition above about 40%;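 further: 0% = vehicle and 100% = reference inhibitor; higher value means more JC-1 retained so stronger ABCB1 efflux block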
Target sequence (P08183 whole entry, looked up): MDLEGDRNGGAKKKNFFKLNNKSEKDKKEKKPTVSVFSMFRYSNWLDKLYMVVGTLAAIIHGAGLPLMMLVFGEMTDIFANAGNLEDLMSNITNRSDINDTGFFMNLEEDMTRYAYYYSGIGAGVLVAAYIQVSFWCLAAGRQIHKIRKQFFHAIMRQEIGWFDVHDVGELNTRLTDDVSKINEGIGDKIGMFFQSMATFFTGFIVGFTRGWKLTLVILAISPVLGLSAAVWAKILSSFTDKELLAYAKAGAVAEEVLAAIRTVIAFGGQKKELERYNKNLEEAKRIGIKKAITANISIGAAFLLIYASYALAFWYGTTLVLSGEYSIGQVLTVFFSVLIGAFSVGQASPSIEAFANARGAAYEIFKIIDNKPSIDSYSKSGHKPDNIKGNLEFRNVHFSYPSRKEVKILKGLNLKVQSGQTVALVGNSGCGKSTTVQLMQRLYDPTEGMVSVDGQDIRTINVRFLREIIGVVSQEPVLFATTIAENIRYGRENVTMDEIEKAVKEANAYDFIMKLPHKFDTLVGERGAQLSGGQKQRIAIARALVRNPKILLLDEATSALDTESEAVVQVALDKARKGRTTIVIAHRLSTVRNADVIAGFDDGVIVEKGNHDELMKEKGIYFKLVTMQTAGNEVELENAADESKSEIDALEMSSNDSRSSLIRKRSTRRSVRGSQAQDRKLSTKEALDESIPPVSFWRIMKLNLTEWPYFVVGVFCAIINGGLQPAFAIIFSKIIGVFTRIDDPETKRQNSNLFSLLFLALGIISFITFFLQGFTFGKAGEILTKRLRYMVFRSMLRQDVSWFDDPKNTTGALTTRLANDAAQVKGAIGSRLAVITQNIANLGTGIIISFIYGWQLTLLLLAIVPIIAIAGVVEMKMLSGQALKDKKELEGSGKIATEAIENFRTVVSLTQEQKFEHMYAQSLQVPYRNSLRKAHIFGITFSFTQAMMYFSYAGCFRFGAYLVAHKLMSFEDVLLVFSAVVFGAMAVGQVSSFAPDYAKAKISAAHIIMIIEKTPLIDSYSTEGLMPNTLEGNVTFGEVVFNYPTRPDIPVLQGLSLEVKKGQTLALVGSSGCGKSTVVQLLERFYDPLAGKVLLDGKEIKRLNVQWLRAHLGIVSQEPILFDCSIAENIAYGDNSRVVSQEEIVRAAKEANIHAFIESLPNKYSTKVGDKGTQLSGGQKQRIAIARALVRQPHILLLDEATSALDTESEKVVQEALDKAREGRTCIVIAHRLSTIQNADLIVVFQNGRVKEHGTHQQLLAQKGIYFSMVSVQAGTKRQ
Bcl-B Bim block: disrupts Bim peptide binding to human Bcl-B; Q9HD36; bead-based flow cytometry; inhibition, % at 10 µM; 0.073% of 190,000 active; AID 951;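 further: 0% = tracer peptide without compound and 100% = reference inhibitor peptide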
RGS7-Gao reg: regulators of human RGS7-Galphao interaction; P09471; Multiplexed bead flow cytometry, RGS7-Galphao binding; actives lie on both sides; binding response (% of control), % at 10 µM; 0.35% of 220,000 active; AID 1439; in the data active means binding response below about 49% or above about 150%; inconclusive means no clear call, values can overlap the other calls; inactive means in between;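 further: fluorescent Galphao held in activated GDP-AlF4 state binding bead-coupled RGS7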
GSH fluor: compound fluoresces at 488/530 nm on GSH beads; GSH beads flow cytometry, compound fluorescence 488/530 nm; active compounds read high; fluorescence (KMESF) at 10 µM; 0.25% of 190,000 active; in the data active means fluorescence above about 89;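 further: glutathione beads carrying GST-tagged Bcl family fusion proteins plus one bare bead set; values are compound well signal with DMSO vehicle wells as background; inactives centre near 16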
Bim-Bcl-W: inhibitors of Bim-Bcl-W interaction, human. 0.02% of 190,000 active. inhibition, % at 10 µM. Q92843. AID 952. bead-based flow cytometry, Bim peptide-Bcl-W binding;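 further: 0% = bound tracer without compound and 100% = peptide blocker; higher means less fluorescent Bim peptide bound to Bcl-W beads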
ABCG2 inh: blocks JC-1 efflux by human ABCG2 transporter; Q9UNQ0; IgMXP3 cells, flow cytometry; inhibition, % at 6.6 µM; 0.1% of 190,000 active; AID 1325;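 active means inhibition above 80%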;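 further: 0% = DMSO and 100% = nicardipine control wells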
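Assay system – ABCG2 IgMXP3 and barcoded ABCB1 CCRF-Adr cell mix · Input – 3 million cells/mL in well · Reagent – JC-1 fluorescent substrate · Compound – single test compound dose, 6.6 µM final · Timing – 10 min exposure at 25 °C with rotation, no wash · Detection – flow cytometry of retained JC-1 fluorescence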
* = called active by the depositor; ? = inconclusive. Unless noted, no stated cut-off is given here; in the data, active means inhibition above about 40%.

compound,RGS4-Gao reg,Bim-Bfl-1,RGS8-Gao reg,Bcl-2 Bim block,Bcl-XL Bim block,ABCB1 inh,Bcl-B Bim block,RGS7-Gao reg,GSH fluor,Bim-Bcl-W,ABCG2 inh
Cc1cn(S(=O)(=O)c2cc(Br)ccc2Br)cn1,101.8,-3.0,105.0,-8.0,-6.0,0.3,-9.0,99.1,10,-4.0,1.2
COC(=O)c1ccc(COc2ccc(-c3nnn(CC(N)=O)n3)cc2)cc1,96.7,-6.0,98.5,-6.0,-3.0,-0.5,-6.0,96.5,13,-5.0,-0.3
O=C(NNS(=O)(=O)c1ccccc1)c1cc2cc3ccccc3nc2s1,102.7,-4.0,104.1,-2.0,-1.0,-0.1,-5.0,102.5,15,1.0,-0.6
CCOc1ccccc1N(CC(=O)NCC1CCCO1)C(=O)CCC(=O)Nc1ccccn1 (stereo not given),103.6,-13.0,101.5,-7.0,-3.0,0.4,-5.0,101.3,24,6.0,2.2
CCOC(=O)c1[nH]cnc1N=Nc1c(O)ccc2ccccc12,96.2,0.0,103.8,0.0,0.0,0.4,-1.0,98.5,7,0.0,11.1
N#CCC(=O)N/N=C1\CCCCC1C1CCCCC1 (stereo not given),92.9,-9.0,96.7,-10.0,-4.0,0.3,-7.0,94.8,15,-6.0,2.4
CCn1c(/C=C\c2ccccc2C)nc2ccccc2c1=O,99.8,-6.0,101.2,-1.0,0.0,0.6,0.0,100.8,10,-1.0,5.4
CC(C)NC(=O)NC(=O)COC(=O)/C=C/c1ccccc1[N+](=O)[O-],103.7,-3.0,100.3,-1.0,1.0,0.1,-2.0,101.3,11,1.0,2.6
Cc1nn(-c2ccccc2)c(C)c1NC(=O)COc1ccc(F)cc1Cl,100.1,-1.0,100.2,0.0,-7.0,0.4,-8.0,98.0,6,-5.0,6.2
CC1CN(C(=S)Nc2ccccc2)N(c2ccccc2)C1 (stereo not given),105.0,0.0,100.6,3.0,0.0,0.9,0.0,106.3,25,-4.0,5.1
O=C(CSc1ncccn1)NC(=O)NCc1ccco1,97.8,0.0,107.2,-1.0,-3.0,-0.2,-11.0,96.1,13,0.0,-0.4
CC1(C(=O)OCC(=O)NC(=O)NCc2ccccc2)CC1(Cl)Cl (stereo not given),101.1,-3.0,101.1,-2.0,0.0,0.5,-2.0,103.9,16,1.0,1.5
Cc1ccc2c(c1)nnn2C1CCN(C(=O)Nc2ccccc2C)CC1,101.7,0.0,102.1,-1.0,0.0,0.2,0.0,106.0,13,0.0,-0.6
CCCCCCCn1ccc(O)c(CC(=O)OC)c1=O,102.9,4.0,101.3,1.0,0.0,0.5,0.0,?,13,0.0,4.4
CCOC(=O)c1cc2c(n(-c3ccccc3)c1=O)CC(C)(C)CC2=O,95.6,-3.0,100.5,0.0,0.0,0.5,0.0,94.9,57,1.0,0.7
COc1ccc(-c2c(C#N)c(N)nc3c2CCc2ccccc2-3)cc1OC,98.7,-12.0,99.1,-6.0,-2.0,2.4,-8.0,98.2,56,6.0,3.7
CC(C)c1cc(C(=O)NCCc2ccccc2)no1,94.8,-3.0,98.9,-3.0,-2.0,0.2,-1.0,88.4,25,-2.0,1.1
Cc1cc(NC(=O)CSc2ccc(F)cc2)no1,100.6,-2.0,100.2,1.0,-1.0,0.0,-5.0,100.7,19,-3.0,0.9
COc1ccc(C(=O)Nc2nc(-c3ccc([N+](=O)[O-])cc3)c(-c3ccc(OC)cc3)s2)cc1,100.8,-8.0,102.1,-4.0,-9.0,-0.1,-16.0,102.2,11,-7.0,1.8
COC(=O)c1sccc1NC(=O)c1cc(-c2cccc(C)c2)nc2ccccc12,95.3,0.0,101.7,1.0,0.0,0.8,-2.0,97.8,11,0.0,3.4
N#CC(c1ccccc1)N(CCCCl)C(=O)c1ccc(Br)cc1 (stereo not given),96.6,-16.0,85.9,-7.0,-2.0,1.9,-6.0,100.2,13,-2.0,10.2
COc1ccc(NC(=O)C(c2ccccc2)N(C)C(=O)c2ccc(=O)[nH]c2)cc1 (stereo not given),93.4,0.0,93.7,1.0,-2.0,-0.5,-3.0,93.2,6,0.0,-2.0
CCOc1ccc(S(=O)(=O)N2CCC(C(N)=O)CC2)c2ccccc12,99.2,-21.0,103.3,-7.0,-7.0,0.6,-8.0,96.9,21,-3.0,31.5
CCOC(=O)C1CCCN(C(=O)CN2C(=O)/C(=C/c3ccc(OC)cc3)Oc3ccccc32)C1 (stereo not given),98.2,-1.0,99.6,1.0,-2.0,8.1,-3.0,97.1,6,2.0,17.7
COc1ccc(NC(=O)COC(=O)c2cnccn2)cc1Cl,102.3,-11.0,101.1,-3.0,-2.0,0.0,-4.0,99.6,26,2.0,0.3
CCn1c(=O)n(CC)c2cc(S(N)(=O)=O)c(C)cc21,100.5,-14.0,99.1,-6.0,-6.0,-0.1,-5.0,100.8,18,0.0,-2.1
CC(C)(C)C(=O)/C(C#N)=C/c1ccc(O)cc1,107.0,0.0,92.4,0.0,2.0,-0.2,-3.0,105.6,17,4.0,2.5
COc1ccc(C2C(C(=O)NCCN(C)C)c3ccccc3C(=O)N2C)cc1OC (stereo not given),99.2,-14.0,100.2,-10.0,-11.0,0.5,-7.0,102.3,23,-2.0,2.1
Cc1cc(=O)c2ccc3ccccc3c2[nH]1,99.2,-12.0,101.5,-7.0,-2.0,0.3,-6.0,101.5,36,1.0,1.4
Cc1ccc(SCC(=O)c2c(C)nc3cc(C)ccn23)cc1,101.7,-7.0,101.3,-4.0,-2.0,0.2,-3.0,101.0,16,-1.0,1.9

Some of the entries so far, with values ahead of the structure:
RGS4-Gao reg | Bim-Bfl-1 | RGS8-Gao reg | Bcl-2 Bim block | Bcl-XL Bim block | ABCB1 inh | Bcl-B Bim block | RGS7-Gao reg | GSH fluor | Bim-Bcl-W | ABCG2 inh | canonical_smiles
93.4 | 0.0 | 93.7 | 1.0 | -2.0 | -0.5 | -3.0 | 93.2 | 6 | 0.0 | -2.0 | COc1ccc(NC(=O)C(c2ccccc2)N(C)C(=O)c2ccc(=O)[nH]c2)cc1 (stereo not given)
98.2 | -1.0 | 99.6 | 1.0 | -2.0 | 8.1 | -3.0 | 97.1 | 6 | 2.0 | 17.7 | CCOC(=O)C1CCCN(C(=O)CN2C(=O)/C(=C/c3ccc(OC)cc3)Oc3ccccc32)C1 (stereo not given)

(more compounds)
compound,RGS4-Gao reg,Bim-Bfl-1,RGS8-Gao reg,Bcl-2 Bim block,Bcl-XL Bim block,ABCB1 inh,Bcl-B Bim block,RGS7-Gao reg,GSH fluor,Bim-Bcl-W,ABCG2 inh
COC(=O)c1cccc(NC(=O)CN2CCN(c3ccc(OC)cc3)CC2)c1,102.8,-2.0,100.9,-3.0,-6.0,0.0,-4.0,101.0,5,-1.0,0.1
CCc1ccccc1NC1c2ccccc2C(=O)N1c1cccnc1 (stereo not given),102.0,4.0,97.5,0.0,1.0,0.4,-3.0,99.5,22,-2.0,1.3
CCc1ccc(OCCNC(=O)c2ccc(S(=O)(=O)N(C)C)cc2)cc1,96.7,-16.0,95.7,-13.0,-4.0,0.8,-6.0,102.3,12,0.0,7.5
CC(C)Oc1cc(NC(=O)CS(=O)CC(=O)N(C)C)c(Cl)cc1Cl (stereo not given),97.4,7.0,95.1,-3.0,2.0,0.9,0.0,90.0,16,8.0,4.4
COC(=O)C(Cc1ccc(O)cc1)NC(=O)CCC(=O)Nc1ccc(S(N)(=O)=O)cc1 (stereo not given),102.3,8.0,92.1,5.0,4.0,-0.2,8.0,104.9,57,6.0,-0.1
CC(=O)Nc1ccc(SCC(=O)Nc2ccc(Cl)cn2)cc1,89.8,-2.0,94.7,-3.0,-3.0,0.8,-3.0,95.1,10,-1.0,8.4
COCc1c(C(=O)Nc2ccc(Cl)cc2F)oc2ccccc12,102.0,-3.0,101.3,-2.0,-1.0,0.2,-4.0,101.2,10,0.0,7.3
Cc1ccnc(N/C=C(/NC(=O)c2ccccc2)C(=O)N/N=C\c2ccc(F)cc2)n1,96.1,-2.0,97.9,-2.0,-2.0,0.3,-1.0,96.8,12,0.0,5.9
O=C1CCCc2c1cc(C(=O)Nc1ccc(Cl)cn1)c(=O)n2-c1ccccc1,98.2,-1.0,100.6,-4.0,-2.0,0.7,-1.0,98.7,20,0.0,1.2
COc1ccc(NC(=O)CSc2nc(N)c(C(=O)Nc3ccc(N(C)C)cc3)s2)cc1,100.9,8.0,101.8,3.0,3.0,0.1,0.0,100.8,22,10.0,1.4
Cc1nc2c3ccccc3nc(SCC(=O)N3CC(C)CC(C)C3)n2n1 (stereo not given),101.5,-4.0,100.5,-2.0,4.0,2.5,-1.0,102.7,3,3.0,6.5
Cc1ccccc1N1C(=O)CC(c2c[nH]c3ccccc23)C1=O (stereo not given),102.6,2.0,101.1,2.0,-2.0,0.4,8.0,79.5,23,-1.0,3.0
CS(=O)(=O)N1CCN(C(=O)C(Sc2ccccc2)c2ccccc2)CC1 (stereo not given),103.9,-1.0,101.5,1.0,-3.0,0.4,-3.0,107.8,14,0.0,0.1
COC(=O)c1ccc2nc(Nc3nc4c(F)cc(F)cc4s3)sc2c1,108.7,-1.0,105.2,-7.0,-5.0,-1.8,-4.0,108.9,4,-4.0,-19.3
Cc1ccc(C)c2[nH]c(=O)c(CN(Cc3ccco3)S(=O)(=O)c3ccc4c(c3)OCCO4)cc12,103.8,-3.0,95.7,-1.0,-6.0,3.1,-3.0,106.4,10,-4.0,5.4
COc1ccc(C(=O)NCC(=O)Nc2cccc(S(=O)(=O)NCc3ccco3)c2)cc1OC,104.5,-3.0,102.6,0.0,-2.0,-0.2,-4.0,109.7,61,-3.0,0.1
O=[N+]([O-])c1ccc(Cl)c(/C=N/Nc2nc(N3CCOCC3)nc(N3CCOCC3)n2)c1,103.6,2.0,82.7,-1.0,-4.0,0.9,1.0,91.9,61,-1.0,3.7
C=CCOc1ccc(C2CC(C)=NN2c2ccccc2)cc1 (stereo not given),100.9,0.0,103.1,-1.0,-4.0,0.5,-3.0,97.8,5,-2.0,1.6
Cc1nnc(N2C(=O)C(O)=C(C(=O)c3ccco3)C2c2ccc(F)cc2)s1 (stereo not given),101.4,-3.0,93.6,0.0,0.0,-0.3,2.0,98.6,27,0.0,0.9
CN(C)c1ccc(CNC2CC(C)(C)NC(C)(C)C2)cc1,100.2,-12.0,98.8,-8.0,-11.0,0.7,-11.0,91.5,52,0.0,1.3
O=C(C1=C[C@H](c2ccc(C(F)(F)F)cc2)C[C@H](OCc2ccc(CO)cc2)O1)N1CCOCC1,97.2,-4.0,99.2,-5.0,-4.0,2.0,-6.0,95.6,20,-2.0,4.2
CCN(c1cccc(C(F)(F)F)c1)S(=O)(=O)c1ccc2c(c1)CCN2C(C)=O,96.0,-5.0,94.1,-3.0,-8.0,3.1,-3.0,98.8,37,-5.0,16.9
c1cc2c(c(NCc3ccncc3)c1)CCCC2,100.4,-9.0,103.1,-5.0,0.0,0.5,-5.0,100.7,34,0.0,2.6
O=C(NC(=O)c1cccc(F)c1)Nc1nc(-c2ccc(F)cc2)cc(C(F)(F)F)n1,104.3,-3.0,101.8,0.0,0.0,0.4,-3.0,103.0,9,0.0,2.2
Cc1nn2c(-c3ccccc3)nnc2c2ccccc12,101.6,-1.0,104.7,0.0,-3.0,1.2,0.0,102.7,18,-2.0,5.6
